Screening data: PubChem BioAssay, several laboratories
GlmU inhibition – inhibition of mycobacterial GlmU enzyme – biochemical, glucosamine-1-phosphate acetyltransferase (AID 1376); inhibition, %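 (tested at 30 µM in the primary screen)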; hits with a dose series show IC50 in µM; M. tuberculosis GlmU acetyltransferase enzyme assay; higher % means a stronger effect; hit rate 0.25% among 220,000; in the data active = inhibition above about 13%;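 note: 0% = complete reaction with vehicle and 100% = reaction without substrate; strong numbers were not always called active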
Mtb RmlCD inh – M. tuberculosis RmlC/RmlD inhibition; P9WH09+P9WH11; RmlC+RmlD coupled enzyme assay, percent inhibition; primary screen in compound mixtures; inhibition, % at 3.6 µM; hit rate 0.03% among 160,000; in the data active = inhibition mostly above about 34%, no sharp cut-off; note: some results filed as inactive read as strong as hits
Target sequence (P9WH09 whole entry, looked up): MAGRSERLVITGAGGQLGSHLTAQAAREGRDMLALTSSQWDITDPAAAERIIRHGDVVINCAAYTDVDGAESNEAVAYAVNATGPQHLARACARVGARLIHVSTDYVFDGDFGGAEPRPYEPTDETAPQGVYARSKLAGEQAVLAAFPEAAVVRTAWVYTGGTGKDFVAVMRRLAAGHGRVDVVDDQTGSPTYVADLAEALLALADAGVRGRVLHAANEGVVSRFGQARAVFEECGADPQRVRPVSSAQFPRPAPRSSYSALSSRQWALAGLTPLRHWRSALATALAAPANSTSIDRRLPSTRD
Target sequence (P9WH11 whole entry, looked up): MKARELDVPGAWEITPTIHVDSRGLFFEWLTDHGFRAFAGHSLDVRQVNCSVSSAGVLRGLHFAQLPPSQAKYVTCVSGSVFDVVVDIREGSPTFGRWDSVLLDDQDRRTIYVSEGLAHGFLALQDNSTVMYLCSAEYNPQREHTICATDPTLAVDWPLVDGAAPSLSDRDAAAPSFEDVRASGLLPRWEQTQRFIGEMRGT
* = called active by the depositor.

For Cc1cc(C)c2[nH]c(=O)c(CN(Cc3cccs3)C(=S)NCC3CCCO3)cc2c1 (stereo unspecified) the results were GlmU inhibition 13% and Mtb RmlCD inh -9.
For O=C(COC(=O)c1c[nH]c(=O)[nH]c1=O)NCc1ccccc1 the results were GlmU inhibition 13%*.
Screening O=C(CSc1nnc(-c2cccnc2)n1Cc1ccco1)N1CCc2ccccc21 returned GlmU inhibition 5.2%.
O=C(NCCCN1CCN(Cc2ccccc2)CC1)C1CCN(c2nnc(-n3cccc3)s2)CC1 was read as GlmU inhibition -10%.
Screening CCCSc1nnc(NC(=O)c2sc3nc(-c4cccs4)ccc3c2N)s1 returned GlmU inhibition 167µM*.
For COc1cccc2c(=O)n(CC(=O)NC3CCCCC3)ccc12 the results were GlmU inhibition 1.8%.
Screening CC1=C(/C=C/C(C)=C/C=C/C(C)=C/C=C/C=C(C)/C=C/C=C(C)/C=C/C2=C(C)CCCC2(C)C)C(C)(C)CCC1 returned GlmU inhibition 2.4%.
`Cc1cc(NC(=O)/C=C/c2ccc(Cl)cc2)no1` gave GlmU inhibition 1.7% and Mtb RmlCD inh -1.
For CCCCNc1nc2cccnc2s1 the results were GlmU inhibition -0.6% and Mtb RmlCD inh 9.
`CCN1C(=O)/C(=C\N2CCN(C(=O)c3ccco3)CC2)SC1=S` gave GlmU inhibition 1.2% and Mtb RmlCD inh -4.
For CCc1cccc2c(C(=O)CSc3nncn3C)c[nH]c12 the results were GlmU inhibition -3.2% and Mtb RmlCD inh -11.
CCN(CC)NC(=O)Nc1ccccc1 was read as GlmU inhibition -1.5% and Mtb RmlCD inh -1.

Quoted at random: 2 compounds from above, in no set order.
Screening O=C(CSc1nnc(-c2cccnc2)n1Cc1ccco1)N1CCc2ccccc21 returned GlmU inhibition 5.2%.
`Cc1cc(NC(=O)/C=C/c2ccc(Cl)cc2)no1` gave GlmU inhibition 1.7% and Mtb RmlCD inh -1.

The list goes on:
O=C1CC(c2cccc(Cl)c2)CC(O)=C1C=NCCCO (stereo unspecified) was read as GlmU inhibition -3.3% and Mtb RmlCD inh 13.
For COC(=O)Cc1ccc(NC(=S)NC(C)(C)C)cc1 the results were GlmU inhibition -4.2%.
Screening Cc1nn(-c2cccc(Cl)c2)c(Cl)c1/C=N/NC(=O)c1cccnc1 returned GlmU inhibition 1.2% and Mtb RmlCD inh 4.
Screening CC(=C1C(=O)c2ccccc2C1=O)N1CCN(c2ccccn2)CC1 returned GlmU inhibition 0.2%.
For COc1ccc(Cc2noc(CN3CCNC(=O)CC3)n2)cc1OC the results were GlmU inhibition 0.1%.
CCn1c(C)c(C)c2cc(C(=O)Nc3cccc(Cl)c3)ccc21 was read as GlmU inhibition 1.3% and Mtb RmlCD inh -9.
Screening C(=N\Nc1nc(-c2ccccc2)cs1)/c1cccs1 returned GlmU inhibition 1.3% and Mtb RmlCD inh -3.
Screening Cc1ccc(S(=O)(=O)CCC(=O)NCc2ccccc2)cc1 returned GlmU inhibition -2.2% and Mtb RmlCD inh -1.
`O=C(CC1C(=O)NCCN1C(=O)c1ccc(F)cc1)OCc1ccccc1` (stereo unspecified) gave GlmU inhibition 0.7% and Mtb RmlCD inh -6.
`COc1ccc(CCNS(=O)(=O)c2cccs2)cc1` gave GlmU inhibition -9.2% and Mtb RmlCD inh 49.
For COc1ccc(C(=O)c2cc3c(cc2[N+](=O)[O-])OCCO3)cc1 the results were GlmU inhibition 0.9%.
COC(=O)c1c(C#N)c(N)nc2c1CCCC2 was read as Mtb RmlCD inh -2.
For Cn1c(=NC(=O)CSCC(=O)N2CCOCC2)sc2ccccc21 the results were GlmU inhibition 5.3% and Mtb RmlCD inh -10.
`O=c1cc(O)c(-c2cccc(Cl)c2)c(Cl)[nH]1` gave GlmU inhibition 1.4% and Mtb RmlCD inh 6.
For O=C1NC(=O)[C@@H]2C3c4ccccc4C=CN3[C@H](C(=O)c3cccs3)[C@H]12 (stereo partly specified) the results were GlmU inhibition 1.8% and Mtb RmlCD inh 2.
For Cn1ccnc1C(O)(c1ccccc1)c1nccn1C the results were GlmU inhibition -6.7% and Mtb RmlCD inh 11.
For CCOc1ccccc1-c1nc(SCC(=O)O)n[nH]1 the results were GlmU inhibition 0.1%.
For Cc1c(OCC(=O)N(C)C)ccc2c3c(c(=O)oc12)CCCCC3 the results were GlmU inhibition -2.3% and Mtb RmlCD inh 3.
Screening COc1cccc(NC(=O)CC2C(=O)NCCN2C(=S)Nc2ccc(F)cc2)c1 (stereo unspecified) returned GlmU inhibition -2.0% and Mtb RmlCD inh 20.
For O=Cc1sc([O-])nc1-[n+]1ccc2ccccc2c1 the results were GlmU inhibition 5.5% and Mtb RmlCD inh -10.
For CC(C)Cn1c(CCCNC(=O)c2ccc(F)cc2)nc2ccccc21 the results were GlmU inhibition 0.4% and Mtb RmlCD inh -6.
O=S1(=O)CCN(Cc2ccc(Cl)c(C(F)(F)F)c2)CC1 was read as GlmU inhibition -0.5% and Mtb RmlCD inh -6.
Cc1cc2c(c(=O)o1)C(CC(C)C)C(C#N)=C(N)O2 (stereo unspecified) was read as GlmU inhibition 2.6%.
For Nc1c(N(CCO)C(=O)C2CCCCC2)c(=O)[nH]c(=O)n1Cc1ccccc1 the results were GlmU inhibition -3.8%.

The closing three entries of the part above come first, to join the parts:
O=S1(=O)CCN(Cc2ccc(Cl)c(C(F)(F)F)c2)CC1 was read as GlmU inhibition -0.5% and Mtb RmlCD inh -6.
Cc1cc2c(c(=O)o1)C(CC(C)C)C(C#N)=C(N)O2 (stereo unspecified) was read as GlmU inhibition 2.6%.
For Nc1c(N(CCO)C(=O)C2CCCCC2)c(=O)[nH]c(=O)n1Cc1ccccc1 the results were GlmU inhibition -3.8%.
Screening Cc1cc(C)cc(-n2c(O)c(C=NC3CCS(=O)(=O)C3)c3ccccc3c2=O)c1 (stereo unspecified) returned GlmU inhibition 3.6%.
Screening CCOC(=O)C1CCN(c2c(N3CCCC(C(=O)OCC)C3)c(=O)c2=O)CC1 (stereo unspecified) returned GlmU inhibition 8.0%.
For COc1cc(/C=N/OCC(=O)NC2CCCCC2C)ccc1OCc1ccc(Cl)cc1 (stereo unspecified) the results were GlmU inhibition -5.2% and Mtb RmlCD inh 0.
CS(=O)(=O)N(CC(=O)Nc1ccc2c(c1)OCCO2)Cc1ccccc1 was read as GlmU inhibition 3.5% and Mtb RmlCD inh 26.
For O=C1c2ccccc2C(=O)N1Cc1nc2ccccc2c(=O)n1CCCN1CCOCC1 the results were GlmU inhibition -0.1%.
For Cc1cc(C)c(S(C)(=O)=O)c(N(C)NC(=O)c2c(F)cccc2F)n1 the results were GlmU inhibition 2.3% and Mtb RmlCD inh -9.
For CC1(C)CC2CC(C)(CN2C(=O)c2ccc([N+](=O)[O-])cc2[N+](=O)[O-])C1 (stereo unspecified) the results were GlmU inhibition 0.6%.
Screening CCOC(=O)C1CCN(Cc2cnc(Oc3ccc(OC)cc3)s2)CC1 returned GlmU inhibition -3.3% and Mtb RmlCD inh 9.
For c1ccc2cc(-c3cc4ccccn4c3)ccc2c1 the results were GlmU inhibition -3.1%.
`Cc1oc(-c2cccs2)nc1CN1CCN(C(C)C)C(CCO)C1` (stereo unspecified) gave GlmU inhibition 1.7% and Mtb RmlCD inh -4.
`COc1ccccc1-c1cc(C(F)(F)F)nc(S(C)(=O)=O)n1` gave Mtb RmlCD inh -5.
CC(C)CN(CC(C)C)C(=O)COc1ccccc1C(N)=O was read as GlmU inhibition -3.4% and Mtb RmlCD inh -14.

A draw from above in order of SMILES length, low to high.
For COc1cc(/C=N/OCC(=O)NC2CCCCC2C)ccc1OCc1ccc(Cl)cc1 (stereo unspecified) the results were GlmU inhibition -5.2% and Mtb RmlCD inh 0.
Screening CCOC(=O)C1CCN(c2c(N3CCCC(C(=O)OCC)C3)c(=O)c2=O)CC1 (stereo unspecified) returned GlmU inhibition 8.0%.
Screening Cc1cc(C)cc(-n2c(O)c(C=NC3CCS(=O)(=O)C3)c3ccccc3c2=O)c1 (stereo unspecified) returned GlmU inhibition 3.6%.

Other entries.
`CCCCC(=O)NC(=S)Nc1c(C)cc(Br)cc1C` gave GlmU inhibition 5.9% and Mtb RmlCD inh -9.
Screening CC1(C)CC(=O)CC(=O)/C1=N\Nc1c(Cl)cc(Cl)cc1Cl returned GlmU inhibition 1.0% and Mtb RmlCD inh 11.
For COCCNC(=O)/C(C#N)=C/c1ccc(OC(=O)c2cccs2)c(OC)c1 the results were GlmU inhibition -0.6% and Mtb RmlCD inh -5.
Cc1cc(C)cc(OCC(=O)OCC(=O)c2c(N)n(C)c(=O)n(C)c2=O)c1 was read as GlmU inhibition 2.8% and Mtb RmlCD inh 7.
Screening CCCCN(Cc1cc2ccccc2[nH]c1=O)C(=O)c1ccccn1 returned GlmU inhibition 2.8% and Mtb RmlCD inh -9.
For Cc1ccc(/C=C2\C(=O)NC(=S)N(c3ccc(F)cc3)C2=O)s1 the results were GlmU inhibition 5.5% and Mtb RmlCD inh -4.
Screening CC(C)(C)n1nnnc1C(c1cccs1)N(Cc1ccc(Cl)cc1)CC1CCCO1 (stereo unspecified) returned GlmU inhibition 6.0% and Mtb RmlCD inh 17.
Screening CC(=O)N(c1ccc(N(C(C)=O)S(=O)(=O)c2cccs2)cc1)S(=O)(=O)c1cccs1 returned GlmU inhibition 2.4% and Mtb RmlCD inh -15.
Screening CC(C)(C)c1nnc(SCC(=O)c2ccccc2)n(N)c1=O returned GlmU inhibition 5.7% and Mtb RmlCD inh 7.
For Cc1ccc(-n2c(COc3ccccc3)n[nH]c2=S)cc1 the results were GlmU inhibition 5.9% and Mtb RmlCD inh -13.
Screening Cc1ccc2nc(SCC(=O)Nc3ccc(F)cc3F)[nH]c2c1 returned GlmU inhibition -0.1% and Mtb RmlCD inh 3.
Screening COc1ccc(-c2cc(C(F)(F)F)c3c(n2)sc2c(O)cc(=O)[nH]c23)c(OC)c1 returned GlmU inhibition 4.6% and Mtb RmlCD inh -1.

Not a retest: entries from further up.
`CCCCC(=O)NC(=S)Nc1c(C)cc(Br)cc1C` gave GlmU inhibition 5.9% and Mtb RmlCD inh -9.
Screening CC1(C)CC(=O)CC(=O)/C1=N\Nc1c(Cl)cc(Cl)cc1Cl returned GlmU inhibition 1.0% and Mtb RmlCD inh 11.
For COCCNC(=O)/C(C#N)=C/c1ccc(OC(=O)c2cccs2)c(OC)c1 the results were GlmU inhibition -0.6% and Mtb RmlCD inh -5.

(next part)
Screening Cc1csc(=Nc2ccccc2)n1CCCN1CCCC1=O returned GlmU inhibition 5.5% and Mtb RmlCD inh -16.
N#C/C(=N\Nc1ccc(S(=O)(=O)N2CCOCC2)cc1)C(N)=S was read as GlmU inhibition 4.5% and Mtb RmlCD inh -1.
Cn1nc([N+](=O)[O-])c(C(C#N)c2ccccn2)c(Cl)c1=O (stereo unspecified) was read as GlmU inhibition 2.2% and Mtb RmlCD inh -14.
`O=C(O)C1CCc2sc3[nH]c(=S)n(-c4ccccc4)c(=O)c3c21` (stereo unspecified) gave Mtb RmlCD inh 89.
Screening CC1C=CCC2C(=O)N(c3ccc(OC(=O)c4ccco4)cc3)C(=O)C12 (stereo unspecified) returned GlmU inhibition -6.5% and Mtb RmlCD inh -3.
For O=C(N/N=C/c1cccs1)c1cc(-c2cccc3ccccc23)n[nH]1 the results were GlmU inhibition 1.4% and Mtb RmlCD inh 4.
`COc1ccc(CCNC(=O)CNCC2CCCO2)cc1OC` (stereo unspecified) gave GlmU inhibition -2.9% and Mtb RmlCD inh -18.
`CC(=O)c1cccc(NC(=O)N2CCC(c3ccc(C)cc3)C2)c1` (stereo unspecified) gave GlmU inhibition 2.1% and Mtb RmlCD inh -8.
`Cc1cc(C)c2[nH]c(=O)c(C(c3nnnn3CC3CCCO3)N3CCCC(C)C3)cc2c1` (stereo unspecified) gave GlmU inhibition -0.2% and Mtb RmlCD inh 9.
Screening CCOc1cc(/C=N/NC(=O)c2cccnc2)ccc1OCC(N)=O returned GlmU inhibition 6.0% and Mtb RmlCD inh 33.
`Nc1ccc(-c2cn3cccnc3n2)cc1` gave GlmU inhibition -6.5% and Mtb RmlCD inh -4.
`Oc1c(C2=NCCNC(C(F)(F)F)=C2)ccc2ccccc12` gave GlmU inhibition 7.8% and Mtb RmlCD inh 13.
CCN(CC)c1ccc2c(Cl)cc(=O)oc2c1 was read as GlmU inhibition -3.1% and Mtb RmlCD inh -2.
`COc1ccc(NC(=O)Nc2cccc(C(F)(F)F)c2)cn1` gave GlmU inhibition -5.0% and Mtb RmlCD inh 8.
`CC(=O)Nc1cc(C(=O)N2CCC3(CC2)OCCO3)ccc1S(=O)(=O)c1ccc(C)cc1` gave GlmU inhibition 0.1% and Mtb RmlCD inh 0.
For Cc1ccc(/C=N/N2CCN(C3c4ccccc4-c4ccccc43)CC2)s1 the results were GlmU inhibition 2.1% and Mtb RmlCD inh 34.
CCOC(=O)C(C)Sc1ccc2nnc(CCNS(=O)(=O)c3ccccc3)n2n1 (stereo unspecified) was read as GlmU inhibition -4.8%.
O=C(N/N=C/c1cc(Br)cs1)c1c[nH]c2ccccc12 was read as GlmU inhibition 0.5% and Mtb RmlCD inh -4.
`Cc1cc(C)c(NS(=O)(=O)c2ccc(NC(=O)CCC(=O)O)cc2)c(C)c1` gave GlmU inhibition 1.0% and Mtb RmlCD inh 18.
Screening CC(C)C(CO)NC(=O)CC(=O)NC(CO)C(C)C (stereo unspecified) returned GlmU inhibition -1.5% and Mtb RmlCD inh 18.
Screening CC1(C)OC1COc1c2occc2cc2ccc(=O)oc12 (stereo unspecified) returned GlmU inhibition 3.8%.
Screening O=[N+]([O-])c1cccc(-c2ccc(/C=N/Nc3nc(N4CCCCC4)nc(N4CCCCC4)n3)o2)c1 returned GlmU inhibition 0.0%.
Screening CN(C)S(=O)(=O)c1ccc(Cl)c(NC(=O)c2ccncc2)c1 returned GlmU inhibition -1.3%.
Screening COc1ccc(C(=O)n2c(SC)nc3cc4c(cc32)OCCO4)cc1 returned GlmU inhibition 2.7% and Mtb RmlCD inh -5.
For O=C(CCc1nc2ccccc2c(=O)[nH]1)OCC(=O)N1CCc2ccccc21 the results were GlmU inhibition 5.6% and Mtb RmlCD inh 12.

These rows are one share of the data (hit frequency here may not be typical).
